# M. tuberculosis GlmU: inhibition of mycobacterial GlmU enzyme – biochemical, glucosamine-1-phosphate acetyltransferase (AID 1376); M. tuberculosis GlmU acetyltransferase enzyme assay; higher % means a stronger effect; inhibition, %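 (tested at 30 µM in the primary screen)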, or IC50 in µM where a hit was titrated; 220,000 compounds, 0.25% hits; in the data active = inhibition above about 13%;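 also: 0% = complete reaction with vehicle and 100% = reaction without substrate; strong numbers were not always called active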
# RmlCD inh 1536: M. tuberculosis RmlC/RmlD inhibition; 160,000 compounds, 0.03% hits; RmlC+RmlD coupled enzyme assay, percent inhibition; primary screen in compound mixtures; AID 1533; inhibition, % at 3.6 µM; P9WH09+P9WH11; in the data active = inhibition mostly above about 34%, no sharp cut-off; also: some results filed as inactive read as strong as hits
# Target sequence (P9WH09 whole entry, looked up): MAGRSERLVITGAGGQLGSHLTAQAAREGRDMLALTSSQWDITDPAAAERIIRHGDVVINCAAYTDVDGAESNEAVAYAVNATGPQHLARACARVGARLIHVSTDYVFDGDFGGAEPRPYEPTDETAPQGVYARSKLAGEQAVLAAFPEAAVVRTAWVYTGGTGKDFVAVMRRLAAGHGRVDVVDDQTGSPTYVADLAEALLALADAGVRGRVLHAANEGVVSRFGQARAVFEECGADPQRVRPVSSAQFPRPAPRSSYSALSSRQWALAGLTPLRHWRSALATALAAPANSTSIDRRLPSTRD
# Target sequence (P9WH11 whole entry, looked up): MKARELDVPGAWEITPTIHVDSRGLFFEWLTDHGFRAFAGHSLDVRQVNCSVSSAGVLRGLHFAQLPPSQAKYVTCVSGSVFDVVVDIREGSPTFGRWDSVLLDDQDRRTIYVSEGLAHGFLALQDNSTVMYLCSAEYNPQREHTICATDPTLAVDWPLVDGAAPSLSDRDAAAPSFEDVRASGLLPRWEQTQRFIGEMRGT
# * = called active by the depositor; x = no result given. Not all compounds are listed; count on the stated rates, not on these rows.
# Fields: M. tuberculosis GlmU	RmlCD inh 1536
1) O=C(O)c1ccccc1COc1ccccc1Cl
    -5.1%	10
2) O=C(CSc1nnc(-c2ccncc2)o1)NCc1ccccc1Cl
    1.7%	x
3) Nc1c(Br)cc(Br)c(N2CCCC2=O)c1Br
    0.2%	-3
4) CC(=O)Nc1ccc(S(=O)(=O)N2C3CCCC2CC(NC(=O)C2CCCCC2)C3)cc1 (stereo not drawn)
    -0.8%	6
5) COc1cc(C)nc(-c2csc(C)n2)n1
    -0.3%	3
6) Nc1ccccc1OCP(=O)(c1ccccc1)c1ccccc1
    4.4%	-9
7) O=C(CCN1C(=O)C2C3C=CC(C4CC34)C2C1=O)Oc1ccccc1 (stereo not drawn)
    0.1%	8
8) CCCn1c(SCC(=O)NCc2ccc(Cl)cc2)n[nH]c1=O
    1.1%	12
9) CC(=O)Nc1ccc(Oc2ccccc2)cc1
    -2.6%	-13
10) CC(=O)NCCCc1nc2ccccc2n1Cc1ccccc1C
    1.5%	x
11) O=C(NC1CCCCC1)C(c1cccs1)N(C(=O)Cc1c[nH]c2ccccc12)c1ccc(F)cc1 (stereo not drawn)
    1.0%	5
12) N/C(=N\OC(=O)c1ccco1)c1cccnc1
    -1.3%	1
13) CCC1CCCCN1CCCNC(=O)c1ccc2c(=O)n(Cc3ccc(OC)cc3)c(=O)[nH]c2c1 (stereo not drawn)
    -4.8%	10
14) COc1ccc(/C=N/NC(=O)C2c3ccccc3-c3ccccc32)cc1
    0.5%	2
15) Cc1noc(C)c1S(=O)(=O)N1CCC(C(=O)N2CCN(C(=O)c3ccco3)CC2)CC1
    3.6%	4
16) CCN(CC)S(=O)(=O)c1ccc(N2CCN(S(=O)(=O)c3ccc4c(c3)OCCO4)CC2)nc1
    1.2%	4
17) CC(=O)Nc1ccc(NC(C)=O)c(NC2OCC(O)C(O)C2O)c1 (stereo not drawn)
    -4.1%	18
18) CC(C)OC1CCCC(O)C1CC(=O)O (stereo not drawn)
    2.0%	5
19) C=CCN1C(=O)OC2(CCCCC2)C1(C)O (stereo not drawn)
    -1.0%	-12
20) COc1cc(OC)cc(-c2nc3ccccc3c(=O)n2OC(=O)c2ccc(Br)cc2)c1
    3.9%	4
21) c1cnc2c(C3NCCc4c3[nH]c3ccccc43)cccc2c1 (stereo not drawn)
    -2.9%	6
22) O=C(O)c1ccccc1-c1ccccc1C(=O)NCc1cccnc1
    6.7%	-2
23) CC(=O)Nc1ccc(NC(=O)CSCCc2ccccn2)cc1
    6.4%	x
24) CCOc1ccc(C(F)(F)F)cc1NC(=O)c1ccc(OC)c([N+](=O)[O-])c1
    0.3%	x
25) CC(NC(=O)c1c(Cl)cnn1C)C1CCCO1 (stereo not drawn)
    -4.1%	1
26) O=C(COc1ccccc1)NC1CCSC1=O (stereo not drawn)
    -1.9%	-6
27) CC(NC(=O)c1ccccc1NC(=O)c1ccco1)C(=O)O (stereo not drawn)
    -2.1%	11
28) Cc1c(Cl)cccc1NC(=O)CCCn1cnc([N+](=O)[O-])n1
    -7.1%	-8
29) CCOC(=O)CC(=O)CSc1[nH]c(=O)cc(C)c1C#N
    -1.8%	-6
30) C/C(=N\N=C1\NC(=O)C(CC(=O)Nc2ccc(Cl)cc2)S1)c1ccco1 (stereo not drawn)
    5.4%	9
31) COC(=O)c1cccc(C#CC(NP(=O)(c2ccccc2)c2ccccc2)c2ccccc2)c1 (stereo not drawn)
    2.2%	x
32) O=C(O)c1ccc(-c2ccccc2Cl)o1
    2.0%	15
33) Cc1ccccc1C(=O)NNC(=S)NC(=O)c1ccccc1
    6.5%	-11
34) CCCC(=O)NC(=S)Nc1ccccc1F
    -4.8%	x
35) Cc1ccc([N+](=O)[O-])cc1S(=O)(=O)NCCc1c(C)[nH]c2ccccc12
    -0.1%	x
36) O=C(CSc1nc(-c2cccs2)cc(C(F)(F)F)n1)NCc1ccccc1
    0.4%	x
37) COc1ccc2c(c1OC)C(=O)OC2Nc1nc(-c2cc3cc([N+](=O)[O-])ccc3oc2=O)cs1 (stereo not drawn)
    6.8%	11
38) COc1ccc2cc(CCNC(=O)CC(C)(C)C)c(=O)[nH]c2c1
    -2.7%	4
39) O=C(NCCCn1ccnc1)C(=O)NCC(c1ccco1)N1CCN(c2ccccc2)CC1 (stereo not drawn)
    -4.2%	10
40) COc1ccc(Nc2cc(Cl)ccc2C(=O)O)cn1
    2.4%	x
41) Cc1ccc(S(=O)(=O)NNC(=O)Nc2cccc3ccccc23)cc1
    -3.7%	-9
42) COc1ccc(COCC(O)CN2CCC(CN3C(=O)c4cccc5cccc(c45)C3=O)CC2)cc1OC (stereo not drawn)
    4.0%	-8
43) COc1ccc(C(C(=O)NC2CCCCC2)N(CC2CCCO2)C(=O)C2COc3ccccc3O2)cc1OC (stereo not drawn)
    -2.1%	x
44) COC(=O)c1ccc(Cn2c(O)c(N=O)c3ccccc32)o1
    3.3%	x
45) CC1(C)CCCN(Cc2c(O)ccc3c(=O)c(-c4nc5ccccc5s4)c(N)oc23)C1
    7.2%	10
46) Cc1cc(C)n(-c2nnc(Cl)c3ccccc23)n1
    -1.7%	0
47) CCCC(=O)N(C)c1nnc(-c2ccc(OC)cc2)s1
    -2.8%	x
48) Cc1[nH]c2ccccc2c1/C=N/NC(=O)Nc1ccccc1
    2.7%	6
49) CCOC(=O)c1oc2cc(O)cc(C)c2c(=O)c1-c1cscn1
    2.3%	-8
50) CCOC(=O)Cc1csc(NC(=O)CCNS(=O)(=O)c2ccc3c(c2)CCC(=O)N3)n1
    -4.1%	-7

# Other records:
# Fields: M. tuberculosis GlmU	RmlCD inh 1536
51) COc1ccc(N2CCN(S(=O)(=O)c3ccc(-n4cnnn4)c(C)c3)CC2)cc1
    4.5%	8
52) CCOC(=O)c1ccc(NS(=O)(=O)c2ccc3[nH]c(=O)[nH]c3c2)cc1
    -0.6%	x
53) Cc1oc(-c2ccccc2)cc1C(=O)Nc1ccccc1
    -1.2%	-1
54) CCOC(=O)N1CCN(C(=O)c2ccc(NS(=O)(=O)c3ccc(F)cc3)cc2)CC1
    2.1%	x
55) COc1cccc(C(=O)N2CCN(Cc3nc(CC4CC4)no3)CC2)c1
    -0.9%	x
56) C(=C\c1ccco1)/c1ccc2ccccc2n1
    1.9%	x
57) O=c1c2cc(NC(=S)NCc3cccnc3)ccc2nc2n1CCCCC2
    -0.2%	-4
58) Cc1cc(NC(=O)CN2CCOCC2)n(-c2nc3ccccc3s2)n1
    -0.7%	9
59) CCN(CC)S(=O)(=O)c1cccc(NC(=O)CN(C)Cc2cccc(OC)c2)c1
    3.9%	5
60) CCOC(=O)C(C(=O)Nc1nccs1)C1CCCCC1 (stereo not drawn)
    -2.7%	-4
61) Cc1cccc(N=C2NC(=O)CS2)c1
    5.0%	x
62) O=C(CNC(=O)c1ccccc1)NCCc1nc2ccccc2[nH]1
    -1.1%	5
63) CC(O)(CC(=O)O)CC(=O)O
    1.0%	x
64) NC(=O)c1ccc(Oc2ccc(Cl)c3ccccc23)c([N+](=O)[O-])c1
    1.6%	5
65) CCc1ccc(N2CC(O)=C(c3nc4ccccc4c(=O)[nH]3)C2=N)cc1
    2.3%	3
66) CCOC(=O)Cn1c(C(=O)OCC)cc2sccc21
    -7.1%	-1
67) Cc1nc2ccc(S(=O)(=O)NC(C(=O)NCc3ccco3)C(C)C)cc2s1 (stereo not drawn)
    5.5%	14
68) COC(=O)c1sc(S(=O)(=O)N2CCN(c3ccccc3)CC2)c(C(=O)OC)c1C
    1.1%	-3
69) COc1cccc2cc(-c3nnc(SCC(=O)Nc4nc(C)cs4)n3C)oc12
    1.3%	11
70) Cc1cc(NC(=O)COC(=O)c2ccc(S(=O)(=O)N3CCCc4ccccc43)cc2)no1
    1.4%	x
71) CN(C)C(=O)C1OC(C)(C)OC1C(=O)N(C)C (stereo not drawn)
    4.8%	1
72) Cc1sc2ncnc(OCC(=O)N3CC(=O)Nc4ccccc43)c2c1C
    -2.8%	4
73) CC1CCN(CCNC(=O)CCS(=O)(=O)c2ccc(Br)cc2)CC1
    -8.9%	-9
74) CCOC(=O)C1=C(C)OC2(O)c3ccccc3C(=O)C12O (stereo not drawn)
    2.7%	11
75) O=S(=O)(c1ccccc1)N(CC(O)CN1CCCCC1)c1ccccc1 (stereo not drawn)
    -2.0%	-8
76) O=C(O)C(c1ccccc1)N1CCCC1 (stereo not drawn)
    1.7%	-4
77) Cn1c2ccccc2c(=O)c2c(=O)n(C3CCCCC3)c(-c3cccs3)nc21
    1.6%	x
78) Oc1ccc(/C=N/NP(=S)(c2ccccc2)c2ccccc2)cc1O
    x	-8
79) CCN(CC)CCNc1nc(-c2ccc(OC)cc2)c(-c2ccc(OC)cc2)s1
    -8.2%	0
80) O=C(O)c1sccc1S(=O)(=O)N1CCN(c2ccc(C(F)(F)F)cn2)CC1
    -1.0%	7
81) COc1ccc(C(=O)C[n+]2cccc(C)c2C)cc1[N+](=O)[O-]
    6.1%	6
82) CCOP(=O)(c1ccc(N(C)C)cc1)C(O)c1ccccc1 (stereo not drawn)
    -3.0%	x
83) O=C(NCCC1=CCCCC1)C1CCN(S(=O)(=O)c2ccc(-n3cnnn3)cc2)CC1
    2.5%	x
84) CCOc1ccccc1CNC(CC)CO (stereo not drawn)
    0.7%	7
85) Cc1ccc(C)c(NS(=O)(=O)c2cc(C(=O)Nc3ccccc3-c3ccccc3)ccc2Cl)c1
    -4.5%	x
86) Cc1ccc(S(=O)(=O)Nc2ccc(Br)cc2/C=N/n2cnnc2)cc1
    3.8%	x
87) CCN(CC)c1ccc(/C=N/c2sc3c(c2C#N)C2CCN3CC2)c(O)c1
    -0.4%	-9
88) O=C(NCc1ccco1)c1ccc(-c2cccc(Cl)c2)o1
    -2.6%	6
89) Cc1cc(C)nc(SCC(=O)N/N=C/c2cccn2-c2cccc(C(F)(F)F)c2)n1
    8.6%	21
90) Cc1ccccc1OC1C(=O)N(Cc2ccc3c(c2)OCO3)C1c1sccc1C (stereo not drawn)
    -1.0%	12
91) Cc1ccc(CC(=O)Nc2cccnc2)cc1
    1.8%	14
92) CC(C)(C)c1ccc(C(=O)Oc2ccccc2CCC(=O)O)cc1
    2.2%	-14
93) CCOc1ccc(NC(=O)c2nnn(CC(=O)Nc3ccccc3OC)c2N)cc1
    0.8%	x
94) Cc1ccc(S(=O)(=O)CCC(=O)Nc2ccc(F)cc2)cc1
    -3.3%	11
95) COC(=O)Nc1ccc(N=C(N)N[N+](=O)[O-])cc1
    -1.4%	3
96) O=C(Nc1ccc[n+](CC(=O)c2cccc3ccccc23)c1)c1ccccc1
    -8.8%	1
97) CC1CN(Cc2cnc(Cl)s2)CC(C)O1 (stereo not drawn)
    1.3%	-9
98) CCn1c(O)c(C(C#N)=C2N=c3ccccc3=N2)c2ccccc21
    -5.2%	5
99) O=C1CCCC(O)=C1C=NCCc1ccccc1
    8.4%	5
100) COc1ccc(-n2nnnc2SCC(=O)Nc2ccccc2N2CCOCC2)cc1
    -0.7%	-8

# Next compounds.
# Fields: M. tuberculosis GlmU	RmlCD inh 1536
101) Cc1ccc(N2C(=O)C3C4C=CC(CNC(=S)Nc5cccc(Cl)c5)(O4)C3C2=O)cc1 (stereo not drawn)
    0.3%	7
102) Cc1ccnc(N/N=C/c2ccco2)n1
    -5.3%	x
103) COCCn1c(SCc2nc(N)nc(Nc3ccccc3C)n2)nc2ccccc2c1=O
    0.8%	7
104) COc1cc(=O)[nH]c(=O)n1CC(=O)c1ccccc1
    3.1%	x
105) COc1cccc(C(=O)Nc2cc(C(=O)NCCc3ccccc3)ccc2Cl)c1
    0.3%	-4
106) C=C(C)Cn1c(CCNC(=O)C(C)C)nc2ccccc21
    -0.2%	3
107) O=[N+]([O-])c1ccc(N2CCCCC2)c(Cl)c1N1CCCCC1
    -1.3%	-19
108) Cc1nc2ncnn2c(C)c1Cc1cccc(C(F)(F)F)c1
    8.0%	27
109) COc1ccc(NC(=S)N2CCC(c3nc4ccccc4o3)CC2)c(OC)c1
    6.4%	7
110) CC(C)C(=O)Nc1cccc(C(=O)Nc2nnc(C(C)(C)C)s2)c1
    2.1%	9
111) Cc1cc(C)c(S(=O)(=O)NCC(=O)NCc2ccccn2)c(C)c1
    -8.3%	x
112) CCOC(=O)/C=C/C(=O)Nc1ccc(Oc2ccccc2)cc1
    4.7%	3
113) COc1ccc(OC)c(NC(=O)COC(=O)CCCN2C(=O)c3ccccc3C2=O)c1
    1.9%	21
114) COc1ccc(C2=NNC(c3cc(Cl)cc4c3OCOC4)C2)c(O)c1 (stereo not drawn)
    -0.1%	9
115) COCCn1nnnc1C(c1ccc(OC)cc1OC)N1CCN(c2ccccc2)CC1 (stereo not drawn)
    -0.3%	0
116) COc1ccc(N=Cc2c[nH][nH]c2=O)cc1
    0.8%	5
117) CCc1ccc(NC(=O)COC(=O)CCCC2=NS(=O)(=O)c3ccccc3N2)cc1
    0.3%	-14
118) CCCNC(=O)COC(=O)c1ccccc1C(=O)N(C)C1CCCCC1
    1.2%	-7
119) O=C(Nc1nnc(-c2cccs2)o1)c1ccco1
    2.1%	10
120) CC(=O)c1ccc(NC(=O)c2ccc(COc3ccccc3[N+](=O)[O-])o2)cc1
    2.3%	-22
121) COc1ccccc1OCC(=O)NNC(=S)NC(=O)c1ccco1
    0.0%	-4
122) CC(C)c1cc(C(=O)N/N=C/c2ccco2)n[nH]1
    -3.0%	6
123) O=C(CCC(=O)Nc1nnc(C2CCCCC2)s1)NCc1cccs1
    2.1%	x
124) COC(=O)c1cc(C(=O)OC)cc(N2C(=O)CC(NNC(=O)c3ccccc3Cl)C2=O)c1 (stereo not drawn)
    5.2%	3
125) CCc1ccc2[nH]c(=O)c(C(c3nnnn3CCOC)N3CCN(c4ccccc4F)CC3)cc2c1 (stereo not drawn)
    2.1%	x

# Shown with each value named: part of the list above
(122) CC(C)c1cc(C(=O)N/N=C/c2ccco2)n[nH]1
  M. tuberculosis GlmU: -3.0%; RmlCD inh 1536: 6
(123) O=C(CCC(=O)Nc1nnc(C2CCCCC2)s1)NCc1cccs1
  M. tuberculosis GlmU: 2.1%; RmlCD inh 1536: x
(124) COC(=O)c1cc(C(=O)OC)cc(N2C(=O)CC(NNC(=O)c3ccccc3Cl)C2=O)c1 (stereo not drawn)
  M. tuberculosis GlmU: 5.2%; RmlCD inh 1536: 3

# Source: PubChem
